Compound activity as filed in PubChem BioAssay.
LYPLA2 counter – LYPLA2 inhibitors, primary screen, counter-screen for PME1 inhibitor project, biochemical, fluorescence polarization, FP-Rh probe ABPP; Acyl-protein thioesterase 2 (Homo sapiens), O95372; recombinant LYPLA2; inhibition, % at 5.9 µM; 320,000 compounds, 0.38% hits;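 active = inhibition above the screen-wide mean plus 3 SD, limit set per campaign, cut at about 26% in these data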;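 also: 0% = LYPLA2 with DMSO and 100% = wells lacking LYPLA2 enzyme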
Target sequence (O95372 whole entry, looked up): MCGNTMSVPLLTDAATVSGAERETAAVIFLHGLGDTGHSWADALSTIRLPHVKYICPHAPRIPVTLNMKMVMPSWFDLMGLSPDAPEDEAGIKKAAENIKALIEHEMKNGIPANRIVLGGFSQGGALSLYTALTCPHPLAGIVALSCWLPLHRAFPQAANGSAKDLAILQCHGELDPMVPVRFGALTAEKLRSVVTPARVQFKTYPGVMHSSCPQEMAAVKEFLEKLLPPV
PAFAH1B2 inh – PAFAH1B2 enzyme inhibitors, primary screen, biochemical, fluorescence polarization, human; recombinant PAFAH1B2, FP-rhodamine activity probe; inhibition, % at 3.39 µM; 340,000 compounds, 1.2% hits;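 active = inhibition above the mean of all tested compounds plus 3 SD, cut at about 24% in these data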;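 also: 0% = enzyme with DMSO and 100% = wells lacking PAFAH1B2; many of its hits are not listed in these tables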
GSTO1 inh – inhibitors of recombinant GSTO1, primary screen, counter-screen for RBBP9 inhibitor project, biochemical, fluorescence polarization; Glutathione S-transferase omega-1 (Homo sapiens), P78417; activity-based probe fluorescence polarization; inhibition, % at 5.96 µM; 300,000 compounds, 1.1% hits; AID 1974, 2009;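 active = inhibition above the campaign mean inhibition plus 3 SD, cut at about 35% in these data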;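 also: 0% = GSTO1-1 with DMSO and 100% = wells lacking GSTO1-1 enzyme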
Target sequence (P78417 whole entry, looked up): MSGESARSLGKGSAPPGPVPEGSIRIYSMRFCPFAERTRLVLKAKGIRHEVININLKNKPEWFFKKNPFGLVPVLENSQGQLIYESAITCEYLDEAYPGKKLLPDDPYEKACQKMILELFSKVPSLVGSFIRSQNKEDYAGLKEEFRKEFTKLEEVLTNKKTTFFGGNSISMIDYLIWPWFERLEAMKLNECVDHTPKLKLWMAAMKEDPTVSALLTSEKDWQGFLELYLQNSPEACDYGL
PAD4 inh – human PAD4 inhibitors, primary screen, biochemical, fluorescence polarization, 1536-well format | Protein-arginine deiminase type-4 (Homo sapiens), Q9UM07 | recombinant PAD4, RCA probe fluorescence polarization | inhibition, % at 6.36 µM | 330,000 compounds, 0.41% hits | AID 485272, 2010;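 active = percent inhibition above a cutoff equal to the mean of all tested compounds plus 3 SD, cut at about 15% in these data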;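 also: 0% = PAD4 with RCA probe and DMSO and 100% = probe without PAD4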
LYPLA1 counter – LYPLA1 inhibitors, primary screen, counter-screen for PME1 inhibitor project, biochemical, fluorescence polarization, FP-Rh probe ABPP | recombinant LYPLA1 | inhibition, % at 5.9 µM | Acyl-protein thioesterase 1 (Homo sapiens), O75608 | 320,000 compounds, 0.16% hits;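 active = inhibition above the mean of all tested compounds plus 3 SD, set per campaign, cut at about 14% in these data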;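 also: inhibitors block serine hydrolase probe labeling of LYPLA1 so polarization falls; 0% = enzyme with DMSO and 100% = wells lacking LYPLA1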
Target sequence (O75608 whole entry, looked up): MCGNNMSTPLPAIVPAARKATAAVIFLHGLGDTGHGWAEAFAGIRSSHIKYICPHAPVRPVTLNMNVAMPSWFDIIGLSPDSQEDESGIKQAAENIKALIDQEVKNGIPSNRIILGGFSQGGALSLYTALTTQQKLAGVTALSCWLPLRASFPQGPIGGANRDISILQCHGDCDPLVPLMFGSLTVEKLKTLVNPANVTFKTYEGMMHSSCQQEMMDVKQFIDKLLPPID
pPAFAH inh – pPAFAH enzyme inhibitors, primary screen, biochemical, fluorescence polarization, human; inhibition, % at 3.39 µM; 330,000 compounds, 1.5% hits; Platelet-activating factor acetylhydrolase (Homo sapiens), Q13093; recombinant pPAFAH, FP-rhodamine probe fluorescence polarization;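 active = inhibition above the mean inhibition across the screen plus 3 SD, cut at about 25% in these data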;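 also: inhibitors block binding of the rhodamine activity-based probe so polarization drops; 0% = enzyme with DMSO and 100% = wells lacking pPAFAH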
PREPL inhibitor – PREPL enzyme inhibitors, primary screen, biochemical, fluorescence polarization; 320,000 compounds, 0.68% hits; inhibition, % at 5.96 µM; AID 2751, 2010; recombinant PREPL, fluorescence polarization activity-based probe; in the data active = inhibition above about 43%;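 also: 0% = enzyme with DMSO and 100% = wells lacking enzyme; many of its hits are not listed in these tables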
PAFAH1B3 FP inh – PAFAH1B3 enzyme inhibitors, primary screen, biochemical, fluorescence polarization, human; Platelet-activating factor acetylhydrolase IB subunit alpha1 (Homo sapiens), Q15102; recombinant PAFAH1B3, FP-rhodamine probe; inhibition, % at 3.39 µM; 340,000 compounds, 0.28% hits; AID 492972, 2010;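 active = inhibition above the screen-wide average of all tested compounds plus 3 SD, cut at about 25% in these data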;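 also: 0% = enzyme with DMSO only and 100% = wells lacking PAFAH1B3 protein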
Target sequence (Q15102 whole entry, looked up): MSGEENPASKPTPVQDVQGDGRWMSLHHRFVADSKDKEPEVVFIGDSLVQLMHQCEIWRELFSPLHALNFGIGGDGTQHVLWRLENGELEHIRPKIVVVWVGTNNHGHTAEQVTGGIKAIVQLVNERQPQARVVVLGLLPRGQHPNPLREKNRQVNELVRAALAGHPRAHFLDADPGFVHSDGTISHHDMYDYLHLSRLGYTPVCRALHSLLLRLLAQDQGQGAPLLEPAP
PME-1 inh – PME-1 inhibitors via competitive probe labeling, primary screen, biochemical, fluorescence polarization, FP-Rh probe, HTS. recombinant PME-1. inhibition, % at 5.9 µM. 320,000 compounds, 0.53% hits. AID 2130, 2009;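 active = inhibition above the campaign mean of all compounds plus 3 SD, cut at about 26% in these data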;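 also: competitive labeling of PME-1 active site by serine hydrolase directed probe; 0% = PME-1 with DMSO and 100% = wells lacking PME-1 enzyme; inhibitors block probe labeling so polarization falls and inhibition rises; many of its hits are not listed in these tables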
* marks the source's active call; other numbers are inactive results; nt = not tested or not shown. Not all compounds are listed; the hit share may differ from the screen's.

SMILES | LYPLA2 counter | PAFAH1B2 inh | GSTO1 inh | PAD4 inh | LYPLA1 counter | pPAFAH inh | PREPL inhibitor | PAFAH1B3 FP inh | PME-1 inh
O=C(/C=C/c1ccc(Cl)cc1)NCCCn1ccnc1 | -2 | 3 | -2 | -4 | 0 | 0 | -3 | 3 | -4
O=C(O)C1CCCCC1C(=O)NCCCc1ccccc1 (centres undefined) | 2 | 5 | -5 | 0 | 2 | 6 | 1 | -1 | -1
Cc1cc(C)cc(NC(=O)c2cccn2-c2ncc(C(F)(F)F)cc2Cl)c1 | -3 | -1 | -2 | 6 | -7 | 0 | 13 | 2 | -7
Cc1nc2ccccc2c(=O)n1-c1ccc(NS(=O)(=O)c2cc(F)ccc2F)cc1 | -7 | 2 | -8 | 8 | 0 | -3 | -2 | -1 | 10
CCn1c(SC(C)C(=O)Nc2ccc(N3CCOCC3)cc2)nnc1-c1ccco1 (centres undefined) | -3 | -3 | -7 | 0 | 1 | 0 | 25 | 9 | -2
CCc1ccc(NC(=O)CN(c2ccc3c(c2)OCO3)S(=O)(=O)c2c(C)noc2C)cc1 | -1 | -1 | 3 | 0 | -2 | 1 | 15 | 4 | -5
COC(=O)C1(C)NC(c2ccc(C)cc2)C2C(=O)N(c3ccc(F)cc3)C(=O)C21 (centres undefined) | -2 | 9 | -2 | -2 | -2 | 1 | -5 | 5 | -1
O=C(Nc1nn[nH]n1)c1cccc([N+](=O)[O-])c1 | -7 | -3 | 2 | -6 | -6 | 3 | -7 | -2 | -2
O=C(Nc1cccnc1)C1CC(c2ccc(Cl)c(Cl)c2)=NO1 (centres undefined) | 2 | -3 | -2 | -4 | 0 | 3 | 27 | -2 | 5
O=C1NC[C@H](c2ccccc2)N(CC2CCCCC2)C1=O | -1 | -4 | 0 | -3 | 2 | 8 | 2 | 7 | 2
CC(C)c1ccc(-c2csc(NC(=O)c3cccs3)c2C(=O)O)cc1 | -6 | 12 | -1 | 2 | 9 | 14 | -1 | 5 | -3
Cc1cc(NC(=O)c2noc3c2CCCCC3)no1 | 2 | 2 | 2 | 0 | -2 | 3 | 5 | -6 | 3
C/C(=N/NC(=O)c1sc(NS(=O)(=O)c2ccc(C)cc2)nc1C)c1sc(N)nc1C | -12 | 7 | 8 | -5 | 3 | 22 | 11 | 6 | -13
COc1ccc(S(=O)(=O)N2CCN(Cc3ccccc3[N+](=O)[O-])CC2)cc1 | 3 | 0 | 0 | -4 | 2 | 1 | -3 | 11 | 2
Cc1ccc(C(C)(C)C)c(OCCOCCN2CCCC2)c1 | 3 | 3 | 4 | -4 | -1 | -2 | -5 | -5 | 0
CC(C)(C)C(=O)N1CCCC1C(=O)O (centres undefined) | 6 | -2 | 4 | -4 | 2 | 3 | 2 | 4 | 2
Cn1cc(C(=O)N2CCc3ccccc3C2)c(=O)c2cc(S(=O)(=O)N3CCCCC3)ccc21 | -4 | nt | 0 | -3 | 2 | 5 | 4 | nt | 2
CCc1ccc2nc(N3CCN(C)CC3)c(C#N)cc2c1 | 0 | 1 | 2 | -3 | 0 | 4 | -5 | 8 | 6
CCOC(=O)c1cnc(SCC(=O)Nc2ccccc2C(=O)OC)nc1N | -4 | 4 | -1 | -3 | -3 | -9 | 8 | 3 | 5
COc1ccc(C(=O)N2CCN(c3ccc(N4CCOCC4)nn3)CC2)cc1OC | 3 | 0 | -1 | 1 | 0 | 0 | 0 | 7 | -10
Cc1cccc(N2CCN(C(=O)C3CCN(S(=O)(=O)c4cccc5cccnc45)CC3)CC2C)c1 (centres undefined) | -4 | 2 | 7 | -1 | -1 | 6 | 8 | -3 | 2
Cc1ccc(-c2csc(N=C(N)N)n2)c(C)c1 | 1 | nt | 1 | -1 | 1 | 8 | 0 | nt | 3
Cc1ccc(NC(=O)CCC(=O)N/N=C/c2cccnc2)cc1 | 0 | 12 | -1 | -5 | 2 | 3 | 0 | 9 | -2
O=C(Nc1ccc(O)cc1)c1cc(S(=O)(=O)N2CCCC2)ccc1Cl | 2 | 3 | 6 | 1 | 0 | 2 | 0 | 7 | -3
COCCNCc1ccccc1 | 0 | 7 | 1 | -6 | 1 | -4 | 1 | 5 | 3

(list continues)
SMILES | LYPLA2 counter | PAFAH1B2 inh | GSTO1 inh | PAD4 inh | LYPLA1 counter | pPAFAH inh | PREPL inhibitor | PAFAH1B3 FP inh | PME-1 inh
Cc1ccc(Sc2cc(C(=O)NCCN(C)C)c3ccccc3n2)cc1 | -3 | 2 | -2 | -6 | 3 | 10 | -48 | -6 | -10
O=C(c1ccc(Cl)cc1)c1oc2ccccc2c1CS(=O)(=O)c1ccccc1 | -5 | 8 | 7 | -1 | -1 | 2 | 4 | 6 | 0
O=C(C1CC1)N1CCN(c2ccc(F)cc2)CC1 | 0 | 6 | 0 | 3 | -3 | -1 | -17 | 11 | -5
NS(=O)(=O)c1ccc(CCNC(=O)c2ccc([N+](=O)[O-])s2)cc1 | -1 | 6 | 50* | -16 | -1 | 0 | 16 | -2 | -1
COc1c(F)cccc1C1=CC(=O)C[C@H](c2ccc3c(c2)OCO3)C1 | -8 | 5 | nt | -12 | -2 | 1 | 6 | 6 | -5
Cc1ccc(C2C3CN(C(C)C)CC=C3C(C#N)=C(N)C2(C#N)C#N)cc1 (centres undefined) | 0 | 6 | 4 | 12 | 3 | 18 | 0 | 10 | 3
CCCCN1C(=O)N(C)C2NC(=S)NC21 (centres undefined) | 1 | nt | 1 | -1 | 1 | 0 | -7 | nt | -5
COc1ccc(-n2c(=O)c(CCC(=O)NCCc3ccccc3F)nc3ccccc32)cc1 | -46 | -20 | nt | -40 | -24 | -11 | -68 | -31 | -42
CCCCC(=O)Nc1ccc(N2CCN(C(=O)CC)CC2)cc1 | 0 | 8 | -3 | -2 | -1 | 3 | 7 | 8 | 3
O=Cc1ccc(Oc2cc(-c3ccccc3)nc(-c3ccccc3)n2)cc1 | -3 | 0 | -3 | 5 | -1 | 2 | -8 | 0 | -2
COc1cccc(N2CCN(c3ncccn3)CC2)c1 | 2 | -7 | 0 | 2 | 2 | 0 | 1 | -14 | 0
COc1ccc(CNC(=O)c2cc(-c3cc(C)cc(C)c3O)n[nH]2)cc1 | -23 | 7 | -23 | 12 | -15 | 2 | 12 | 3 | -16
CC(C)Cc1cc(C(=O)NCc2cccnc2)no1 | -5 | 1 | 5 | 1 | -1 | 3 | 7 | 2 | -5
CCNS(=O)(=O)c1c(C)cc(N2CCCC2=O)cc1C | 0 | -2 | -2 | 2 | -1 | -1 | -1 | 6 | 0
COc1ccc(/C(C)=N/NC(=O)CN(c2ccc(OC)cc2)S(=O)(=O)c2ccccc2)cc1 | -5 | 2 | 4 | -3 | -5 | -5 | -9 | 6 | 1
CCOC(=O)c1[nH]c(C)c(C(=O)NC2CCCC2)c1C | 4 | 6 | 7 | -3 | 4 | -3 | 10 | 3 | -9
Cc1ccc(C(=O)Nc2cccc(NC(=O)CN3CCCCC3)c2)cc1 | 2 | 2 | 1 | -1 | 3 | 3 | 9 | 0 | -2
CCOc1cc2[nH]c(=O)n(CCCC(=O)N(C)Cc3ccccc3)c(=O)c2cc1OCC | -1 | 3 | 3 | 2 | 4 | 7 | -4 | 6 | 0
Cc1ccc(CNC(=O)COC(=O)C2CCC2)cc1 | nt | -3 | nt | -3 | nt | 8 | 7 | 6 | nt
COc1ccc(/C=C2\CCn3c2nc2cc(C(=O)O)ccc2c3=O)cc1 | 5 | 1 | -5 | 3 | -1 | 4 | 4 | 2 | -6
CC(C)=NNc1nc(-c2ccc(N3C(=O)CCC3=O)cc2)cs1 | -3 | -2 | 25 | 3 | 1 | 22 | 20 | 6 | 15
Cc1nc2nc(N)nn2c(C)c1C/C=C/c1ccccc1 | 1 | 2 | 6 | 3 | 2 | -1 | -2 | 7 | -3
COc1ccc(OC)c(NC(=O)CCNS(=O)(=O)c2ccc3c(c2)oc(=O)n3C)c1 | 4 | 3 | 2 | -1 | 3 | 4 | 4 | -5 | 2
Cc1nc2ccccc2n(CC(=O)Nc2cc(Cl)cc(Cl)c2)c1=O | 32* | 2 | -8 | -6 | -2 | -11 | -62 | 7 | -4
CC(C)CCNC(=O)c1ccccc1NC(=O)C1=CSCCO1 | 2 | -1 | -1 | 4 | -3 | 4 | 15 | 7 | -1

Further entries follow.
SMILES | LYPLA2 counter | PAFAH1B2 inh | GSTO1 inh | PAD4 inh | LYPLA1 counter | pPAFAH inh | PREPL inhibitor | PAFAH1B3 FP inh | PME-1 inh
Cc1nc(N2C(=O)C(=O)/C(=C(/O)c3ccccc3)C2c2ccco2)sc1C (centres undefined) | -3 | -3 | 0 | -4 | -3 | 5 | 11 | 4 | -6
Cc1c(NC(=O)c2coc(=O)c(Br)c2)c(=O)n(-c2ccccc2)n1C | 9 | 2 | 16 | 2 | 4 | 1 | 14 | 1 | 5
Cc1ccc(S(=O)(=O)n2ccc(-c3ccc(OCc4c(F)cccc4Cl)cc3)n2)cc1 | -6 | 7 | -5 | 2 | -6 | 4 | -7 | 7 | -6
Cn1cc(CNC(=O)c2sc3cccc(Cl)c3c2Cl)cn1 | 1 | 2 | 4 | 6 | -1 | 6 | 2 | 6 | -2
CCC(C)(C)NC(=O)CN(C(=O)c1snc(C(N)=O)c1N)c1ccc(OC)c(OC)c1 | 4 | 3 | -1 | 8 | 1 | 0 | 16 | -1 | -2
Cc1ccccc1-c1nnc(NC(=O)c2ccc(N3C(=O)CCC3=O)cc2)s1 | 2 | -1 | -18 | -4 | -1 | 6 | 7 | 2 | 0
O=C(c1cccc2ccccc12)N1CCC(N2CCN(c3ccccc3)CC2)CC1 | -2 | 4 | -1 | -11 | -1 | -4 | 20 | 6 | -1
O=C(NCc1cc(C(F)(F)F)cc(C(F)(F)F)c1)C1CC(c2c(Cl)cccc2Cl)=NO1 (centres undefined) | -10 | 3 | -4 | -2 | -4 | 3 | -11 | -6 | -9
CC(C)(C)n1nnnc1CN1CCN2CCCC2C1 (centres undefined) | 0 | 0 | 5 | -2 | -2 | 2 | -8 | -2 | -4
CCC(C)OC(=O)C1=C(C)NC(=O)CC1c1ccccc1OC (centres undefined) | 2 | -4 | 9 | -1 | 1 | -7 | 13 | 2 | 2
COc1cccc(CNC(=O)C2CCN(S(=O)(=O)c3cccc4nonc34)CC2)c1 | 4 | 5 | 2 | 1 | -1 | 7 | 13 | -3 | 4
Cc1cccc2c(=O)c(-c3ccc4c(c3)OCO4)c(NC(=O)c3ccco3)oc12 | -4 | 0 | 8 | -1 | -1 | 3 | 3 | -1 | 0
CC(=O)c1ccc(NC(=O)CSc2nc3nc(C)cc(C)n3n2)cc1 | -6 | 7 | 1 | -3 | -3 | 4 | -1 | 10 | -1
O=C(CN1C(=O)c2cccc3cccc1c23)NCc1ccncc1 | -1 | 1 | 2 | 4 | 2 | 3 | -10 | 8 | 2
